mIAP block: inhibitors of mouse IAP, primary screen, biochemical, luminescence, uHTS; 0.2% of 330,000 active; purified mouse IAP, CDP-Star luminescence, 30 min; inhibition, % at 10 µM; intestinal alkaline phosphatase [Mus musculus];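 active = inhibition of at least 40% at 10 µM in the primary screen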;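 also: plate controls were DMSO with enzyme for no effect and no enzyme wells for full effect; values of inactives mirror those of a sister screen read the other way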
hIAP activ: human IAP activators, primary screen, biochemical, luminescence, uHTS | Intestinal-type alkaline phosphatase (Homo sapiens), P09923 | purified human IAP, CDP-Star luminescence, 30 min; hits give high values; 1 = vehicle-only enzyme, 0 = enzyme-free background | activation factor at 10 µM | 0.16% of 330,000 active | AID 2524, 2010;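 active = activation factor of the enzyme at least 2-fold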; also: the source names both 10 and 20 µM as test concentration; values of inactives mirror those of a sister screen read the other way
hIAP inh: human IAP inhibitors, primary screen, biochemical, luminescence, uHTS. purified IAP, CDP-Star luminescence, 30 min. inhibition, % at 10 µM. 0.12% of 330,000 active;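 active = inhibition reaching a set limit with compound at 10 µM in the primary screen, cut at about 35% in these data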;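 also: plate controls were DMSO wells with enzyme for no effect and no-enzyme buffer wells for full effect; values of inactives mirror those of a sister screen read the other way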
A3A deaminase: APOBEC3A ssDNA deaminase inhibitors, primary screen, selectivity assay for APOBEC3G inhibitor project, biochemical, FAM/TAMRA oligo cleavage fluorescence; recombinant A3A, FAM/TAMRA ssDNA deamination fluorescence; AID 493011, 2011; 0.41% of 330,000 active; DNA dC->dU-editing enzyme APOBEC-3A (Homo sapiens), P31941; inhibition, % at 20 µM;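 active = at least 40% inhibition at 20 µM here, with at most 30% in a related deaminase screen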;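 also: plate controls were A3A with DMSO for no effect and wells lacking A3A enzyme for full effect; some results filed as inactive read as strong as hits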
Target sequence (P31941 whole entry, looked up): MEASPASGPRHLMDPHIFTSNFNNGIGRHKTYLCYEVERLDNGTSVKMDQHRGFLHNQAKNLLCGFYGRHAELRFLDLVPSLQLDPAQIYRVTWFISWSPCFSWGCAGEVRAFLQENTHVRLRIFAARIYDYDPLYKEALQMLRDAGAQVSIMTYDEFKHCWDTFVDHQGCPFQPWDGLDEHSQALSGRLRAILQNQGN
PfG6PD inh: PfG6PD enzyme inhibitors, primary screen, biochemical, fluorescence intensity, uHTS. inhibition, % at 20 µM. PfGluPho enzyme, NADPH resazurin-diaphorase fluorescence. glucose-6-phosphate dehydrogenase-6-phosphogluconolactonase (Plasmodium falciparum 3D7). 0.78% of 350,000 active;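 active = inhibition reaching at least a set limit at 20 µM in the primary screen, cut at about 59% in these data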;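 also: 0% = DMSO wells with substrate and 100% = DMSO wells lacking glucose-6-phosphate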
HKDC1 inhibitor: HKDC1 hexokinase inhibitors, primary screen, biochemical, fluorescence, uHTS; inhibition, % at 20 µM; Q2TB90; recombinant HKDC1, G6PDH/diaphorase resazurin coupled fluorescence; 0.16% of 340,000 active; AID 493160, 2011;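 active = inhibition above about 35% when tested at 20 µM, limit read from the data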;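 also: plate controls were DMSO wells with enzyme for no effect and DMSO wells lacking enzyme for full effect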
Target sequence (Q2TB90 whole entry, looked up): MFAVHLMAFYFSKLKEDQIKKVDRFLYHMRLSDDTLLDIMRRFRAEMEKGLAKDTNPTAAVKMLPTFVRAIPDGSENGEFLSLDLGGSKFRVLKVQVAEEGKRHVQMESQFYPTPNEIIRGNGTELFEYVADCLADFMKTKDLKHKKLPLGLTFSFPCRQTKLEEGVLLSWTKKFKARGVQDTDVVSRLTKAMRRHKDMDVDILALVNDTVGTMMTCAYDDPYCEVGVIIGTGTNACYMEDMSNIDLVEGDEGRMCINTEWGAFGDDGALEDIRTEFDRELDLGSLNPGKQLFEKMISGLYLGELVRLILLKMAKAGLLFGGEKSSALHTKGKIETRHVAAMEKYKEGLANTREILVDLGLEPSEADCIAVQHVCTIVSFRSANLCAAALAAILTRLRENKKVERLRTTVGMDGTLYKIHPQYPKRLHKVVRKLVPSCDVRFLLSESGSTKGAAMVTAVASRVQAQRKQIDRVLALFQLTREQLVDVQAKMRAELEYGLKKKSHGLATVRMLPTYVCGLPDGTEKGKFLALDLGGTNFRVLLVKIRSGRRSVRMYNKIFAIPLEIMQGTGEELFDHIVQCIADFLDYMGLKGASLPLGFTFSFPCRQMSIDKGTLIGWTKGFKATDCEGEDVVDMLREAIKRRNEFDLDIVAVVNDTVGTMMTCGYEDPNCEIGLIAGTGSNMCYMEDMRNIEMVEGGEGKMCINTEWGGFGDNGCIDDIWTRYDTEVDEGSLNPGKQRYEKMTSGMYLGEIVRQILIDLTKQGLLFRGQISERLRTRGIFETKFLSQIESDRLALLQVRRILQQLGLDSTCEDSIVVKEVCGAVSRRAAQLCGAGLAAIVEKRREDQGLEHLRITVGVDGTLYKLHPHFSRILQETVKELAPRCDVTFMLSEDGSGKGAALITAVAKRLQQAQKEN
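System: Recombinant HKDC1 hexokinase | Amount: HKDC1 at 5 µg/mL | Reagent: Glucose with 1 mM ATP | Doses: Single 20 µM dose | Incubation: Reaction time 90 min, room temperature, protected from light | Signal: Coupled resazurin fluorescence, excitation 525 nm, emission 613 nm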
mIAP act: activators of mouse IAP, primary screen, biochemical, luminescence, uHTS | AID 2805, 2010 | muIAP, CDP-Star luminescence, 30 min; hits give high values; 1 = vehicle-only enzyme signal, 0 = enzyme-free wells | activation factor at 10 µM | 0.24% of 330,000 active | intestinal alkaline phosphatase [Mus musculus];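 active = activation factor of at least 2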; also: the source names both 10 and 20 µM as test concentration; values of inactives mirror those of a sister screen read the other way
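Assay system: mouse IAP enzyme; Reagent: CDP-Star chemiluminescent phosphatase substrate; Compound: DMSO-dissolved test compounds; Incubation: 30 min, room temperature; Technique: luminescence from enzymatic CDP-Star hydrolysis; Controls: DMSO-only wells and no-enzyme negative control.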
ATG4B inh: ATG4B protease inhibitors, primary screen, biochemical, fluorescence, uHTS. Cysteine protease ATG4B (Homo sapiens), Q9Y4P1. ATG4B cleavage of LC3-PLA2, NBD-HPC fluorescence, 1 h. inhibition, % at 8.33 µM. 0.51% of 340,000 active. AID 504462, 2011; in the data active = inhibition above about 40%
* marks the source's active call; other numbers are inactive results.

SMILES	mIAP block	hIAP activ	hIAP inh	A3A deaminase	PfG6PD inh	HKDC1 inhibitor	mIAP act	ATG4B inh
O=C1CC(c2ccco2)Cc2nc(N3CCN(Cc4ccc5c(c4)OCO5)CC3)ncc21 (stereo not given)	0	0.7	30	-1	-3	-2	0.99	0
CCN(CC)S(=O)(=O)c1ccc(N2CCOCC2)c(NC(=O)CC(C)(C)C)c1	-2	0.99	1	1	11	-5	1	0
COc1cc(-c2csc(C)n2)ccc1O	-1	1.1	-12	-1	-10	7	1	11
OC1CCCN(CC(O)COc2ccc(-c3ccccc3)cc2)C1 (stereo not given)	-3	1.1	-12	-6	-1	-6	1	-15
CC(=O)NS(=O)(=O)c1ccc(NS(=O)(=O)c2ccc3ccccc3c2)cc1	3	1	-3	-4	-41	-2	0.97	5
COc1ccc2cc(-c3[nH]ncc3CN3CCCCO3)ccc2c1	0	1.1	-9	0	7	8	1	-13
CSCCC(NC(=O)c1ccc(Cl)cc1)C(=O)OCC(=O)Nc1ccc(C#N)cc1 (stereo not given)	-5	0.93	7	-3	2	-5	1.1	-6
COc1ccc(S(=O)(=O)Nc2ccccc2C(=O)Nc2nc(-c3ccc(F)cc3)cs2)cc1OC	20	0.78	22	-4	-20	-3	0.8	20
Cc1nc2ccccc2nc1SCC(=O)N1CCC(C)CC1	6	0.94	6	0	2	7	0.94	6
COc1ccc(-c2nnc(S/C(=C/c3ccc(Cl)cc3)C(=O)O)o2)cc1	12	1	0	3	-4	-6	0.88	1
COc1ccc(C2Nc3ccccc3C(=O)N2c2ccccc2)cc1CN1CCOCC1 (stereo not given)	-1	1.1	-7	-1	18	-8	1	-11
COC(=O)c1cn(NC(=O)c2cnccn2)c(=O)c2ccccc12	-10	1.1	-10	-1	-11	3	1.1	-12
CCc1ccc2[nH]c(=O)c(C3C(C#N)=C(N)Oc4c3ccc3cccnc43)cc2c1 (stereo not given)	16	0.92	8	1	-2	-13	0.84	-8
CC1CCCN(S(=O)(=O)c2ccc(NC(=O)CN3CCCCC3)cc2)C1 (stereo not given)	-1	1.1	-7	-5	8	-4	1	-5
Cc1c(C(=O)OCC(=O)N2CCCC2)cccc1[N+](=O)[O-]	3	0.85	15	-1	-6	2	0.97	6
COC(=O)CCn1c(C)cc(C(=O)COc2ccccc2C(N)=O)c1C	3	1	-2	2	-18	2	0.97	-3
Cc1ccc(C)c(NS(=O)(=O)c2ccc(OCC(=O)NCc3ccco3)cc2)c1	-14	0.97	3	5	3	-2	1.1	-11
COc1ccc(NC(=O)CCC(=O)Nc2nnc(C(F)(F)F)s2)c(OC)c1	12	0.95	5	4	-5	-4	0.88	-6
NC(=O)CC(NC(=O)Cc1cccc2ccccc12)c1ccc(N2CCC(N3CCCC3)CC2)c([N+](=O)[O-])c1 (stereo not given)	12	1.1	-11	0	-4	-4	0.88	-4
O=C(CN1CCN(c2ccccn2)CC1)N1CC(O)CO1 (stereo not given)	3	1	-2	0	-13	1	0.97	2

Overlap with the part before: three entries, then new ones.
SMILES	mIAP block	hIAP activ	hIAP inh	A3A deaminase	PfG6PD inh	HKDC1 inhibitor	mIAP act	ATG4B inh
COc1ccc(NC(=O)CCC(=O)Nc2nnc(C(F)(F)F)s2)c(OC)c1	12	0.95	5	4	-5	-4	0.88	-6
NC(=O)CC(NC(=O)Cc1cccc2ccccc12)c1ccc(N2CCC(N3CCCC3)CC2)c([N+](=O)[O-])c1 (stereo not given)	12	1.1	-11	0	-4	-4	0.88	-4
O=C(CN1CCN(c2ccccn2)CC1)N1CC(O)CO1 (stereo not given)	3	1	-2	0	-13	1	0.97	2
CCOC(=O)COc1ccc(S(=O)(=O)N2CCN(c3ccc(F)cc3)CC2)cc1	-1	0.97	3	3	0	-2	1	-9
Cc1ccc(C(NC(=O)c2ccccc2)C(Cl)Cl)cc1 (stereo not given)	-10	0.92	8	-4	6	-8	1.1	-8
COc1ccccc1CCC(=O)OCC(=O)Nc1ccc(C)c(S(=O)(=O)N2CCCCC2)c1	-26	1.2	-16	2	7	3	1.3	4
c1cnc2c(OCc3cn4cccnc4n3)cccc2c1	-2	1.1	-15	0	22	0	1	-8
Cn1cccc1Cc1nnc(SCC(=O)Nc2ccccc2F)n1CCc1ccccc1	8	1	0	-1	-10	-2	0.92	14
COc1ccc(S(=O)(=O)N2CCC(NC(=O)C3CCCCC3)CC2)cc1	8	0.96	4	-2	-9	-1	0.92	7
O=C(COc1ncnc2ccccc12)N1CCOCC1	1	1	-4	-4	-16	4	0.99	-6
O=C1CC(=Nc2ccccc2)NN1c1ccccc1	8	1	-4	-2	30	1	0.92	-9
CC(C)(C)c1ccc(OCCn2ccccc2=O)cc1	-11	0.88	12	4	-10	4	1.1	-2
O=C(Nc1cc(C(F)(F)F)cc(C(F)(F)F)c1)Nc1cnn(-c2ccc([N+](=O)[O-])cc2)c1C(F)(F)F	11	1	-4	8	3	3	0.89	-5
CCOC(=O)c1ccc(NC(=O)CSc2nnc(COc3ccccc3OC)n2C)cc1	-6	1	-2	-3	-24	1	1.1	6
Cc1cc(C(=O)NNC(=S)NC(=O)/C=C/c2ccccc2Cl)n[nH]1	22	0.91	9	4	-24	-14	0.78	1
Nc1ccc(S(=O)(=O)Nc2nccc(/C=C/c3ccc(Cl)cc3Cl)n2)cc1	10	1	-3	-5	-17	-6	0.9	8
Cc1noc(C(=O)N2CCN(c3ccc(F)cc3)CC2)c1Cl	0	1	-2	-4	6	-7	1	-7
O=C(O)C(Cc1c[nH]c2ccccc12)NS(=O)(=O)c1ccc(Cl)cc1 (stereo not given)	-8	1.1	-10	-2	-18	6	1.1	-4
COc1ccc(N2CCN(CCC3Oc4cc([N+](=O)[O-])ccc4NC3=O)CC2)cc1 (stereo not given)	10	0.92	8	3	6	-3	0.9	-1
C=CCNc1nc(N2CCOCC2)nc(N2CCOCC2)n1	-3	1.1	-9	-3	-15	6	1	1
CCn1ncc(Cl)c1C(=O)NC(=S)Nc1c(C)cc(C)cc1[N+](=O)[O-]	-12	1.1	-6	-5	-6	5	1.1	10
CCOc1ccc(C(=O)NC(=S)N2CCN(c3ccc(C(F)(F)F)cc3[N+](=O)[O-])CC2)cc1	-5	1.1	-11	7	-9	-5	1	-4
O=C(Nc1cc([N+](=O)[O-])ccc1N1CCCC1)c1cccs1	10	0.98	2	0	1	-2	0.9	-2
Cc1ccnc(NC(=O)CN2C(=O)c3ccccc3C2=O)c1	0	1.1	-7	-2	7	-11	1	-4
Cc1ccc(CNC(=O)C2CC=CCC2C(=O)O)cc1 (stereo not given)	-1	0.99	1	-4	1	2	1	-9
CCOC(=O)CNC(=S)N(Cc1ccccc1)Cc1cccs1	0	0.98	2	4	-5	-3	1	8
Cc1csc(SCC(=O)Nc2ccccn2)n1	6	1.2	-21	5	-10	-4	0.94	-7
O=[N+]([O-])c1cccc(CP(=O)(c2ccccc2)c2ccccc2)c1	-6	1.1	-12	-1	19	0	1.1	-12
Cc1ccc(-n2c(SCC(=O)N(C)C)nnc2-c2ccco2)cc1	3	0.95	5	-4	-11	-3	0.97	5
CCC1(CC)NC(=O)N(CC(=O)OCc2nc3cc(C(=O)OC)ccc3c(=O)[nH]2)C1=O	8	1.1	-9	-1	4	2	0.92	-15
O=C(CSc1ccc(-c2cccnc2)nn1)N1CCCCC1	4	1.1	-13	0	0	-2	0.96	-1
CCCN1CCN(CC(=O)NCC(=O)Nc2cccc(C)c2C)CC1	4	1.1	-8	-1	-5	6	0.96	-10
CCOC(=O)c1cnc2c(C)c(-c3ccccc3)[nH]n2c1=O	2	0.85	15	-5	3	-4	0.98	-5
COc1ccc(-c2csc(N(CCCN(C)C)C(=O)c3cc(OC)c(OC)c(OC)c3)n2)cc1	4	0.96	4	2	10	-4	0.96	-1
O=C(c1ccc2c(c1)OCCO2)N1CCN(c2ncc(C(F)(F)F)cc2Cl)CC1	-11	1	-4	0	-2	4	1.1	6
CNC(=O)CN(C1CCCCC1)S(=O)(=O)c1ccc(OC)c(Cl)c1	4	0.81	19	44*	0	-1	0.96	-5
COC(=O)c1cccc([N+](=O)[O-])c1CS(=O)(=O)c1ccc(C)cc1	-5	0.9	10	-3	16	4	1.1	-8
COc1ccc(/C=N/OCC(=O)N(Cc2ccccc2)c2ccccc2C(=O)O)cc1	-1	0.9	10	4	-40	-10	1	-3
COc1ccccc1Oc1coc2cc(OCC(N)=O)ccc2c1=O	8	1.1	-5	-1	-6	-4	0.92	-5
CC(=O)Nc1cccc(Oc2ccc3c(c2)C(=O)NC3=O)c1	-3	0.98	2	-8	-14	0	1	-4
CCc1cccc(NC(=O)CN(C)S(=O)(=O)c2cccs2)c1	-6	1.1	-11	-1	4	-10	1.1	2
O=C(CSc1nc2ccccc2n1CC(=O)N1CCCC1)NCc1ccc2c(c1)OCO2	1	1	-3	3	12	-4	0.99	-10
Cc1ccc2ncccc2c1[N+](=O)[O-]	-1	1.2	-18	4	1	-4	1	-13
Cc1ccccc1C(=O)NC(CC(C)C)C(=O)Nc1cccc(S(=O)(=O)N(C)C)c1 (stereo not given)	-15	1.1	-7	5	-7	-9	1.1	-10
CCN(CC(=O)NC(=O)NCc1ccco1)Cc1nc2ccccc2c(=O)[nH]1	4	0.91	9	6	7	0	0.96	0
Cc1cccc(CS(=O)(=O)c2cn(CC(=O)N3CCOCC3)c3ccccc23)c1	1	0.93	7	0	8	1	0.99	-2
O=S(=O)(Nc1ccc2c(c1)OCO2)c1ccc(Cl)cc1F	6	1	-2	-1	19	4	0.94	-4
CCCc1cc(SCC(=O)Nc2c(C)n(C)n(-c3ccccc3)c2=O)n2c(nc3ccccc32)c1C#N	12	1.1	-12	-6	9	33	0.88	0
Cc1nc2ccccc2c(=O)n1CCCN1CCOCC1	0	0.99	1	2	4	-2	1	4
CC(C)(C)c1ccc(C(=O)N2CCC(C(=O)NCc3ccco3)CC2)cc1	6	1	-2	-1	-2	-5	0.94	-4
Cc1ccc(NC(=O)c2n[nH]c(=O)c3ccccc23)cc1S(=O)(=O)N1CCOCC1	2	0.94	6	-3	2	-4	0.98	-16
O=C(O)CC(CCc1ccccc1)OC1OC(CO)C(O)C(O)C1O (stereo not given)	76*	1	0	4	-15	1	0.24	-4
COc1ccccc1CCNC(=O)CN1C(=O)c2ccccc2S1(=O)=O	11	1	-2	-3	4	-3	0.89	-6

Other records follow.
SMILES	mIAP block	hIAP activ	hIAP inh	A3A deaminase	PfG6PD inh	HKDC1 inhibitor	mIAP act	ATG4B inh
Cn1c(=O)c2c(nc(SCC(=O)NCC3CCCO3)n2C)n(C)c1=O (stereo not given)	-8	1.2	-18	-2	-11	10	1.1	0
COc1ccc2c(=O)c(-c3nc(C)cs3)coc2c1	2	0.92	8	-1	3	2	0.98	-7
CCOC(=O)N1CCC(NC(=O)c2cc(-c3ccc(OC)cc3)nc3ccccc23)CC1	5	0.82	18	-2	14	-4	0.95	2
COc1ccc(Cl)cc1NC(=O)/C=C\C(=O)O	2	1.2	-15	2	1	13	0.98	4

Source: PubChem (Sanford-Burnham Center for Chemical Genomics)
